Insulin prom inh: TRM-6 insulin promoter activity inhibition; hit rate 0.9% among 130,000; AID 1273; TRM-6 cells (human fetal islet line), insulin promoter-eGFP reporter, imaging; reporter expression induced with tamoxifen; inhibition, % at 2 µM;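 active = inhibition above the mean plus 3 SD, with well images judged a real hit on visual review, cut at about 60% in these data, passing the limit was not always enough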
sdo1 growth: sdo1-depleted yeast growth rescue; S. cerevisiae sdo1-depleted JHY4D growth rescue, OD600 30 h; stronger effect = higher value; pdr5 snq2 efflux-pump mutant strain; z-score at 10 µM; hit rate 0.21% among 140,000;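 active = z-score above 3 at both the 24 hr and the 30 hr optical density reads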;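 also: z-score against mean and SD of all compound wells on the same plate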
sdo1 growth Rescue 24 h: recorded beside sdo1 growth, whose call it bears; z-score; S. cerevisiae sdo1-depleted JHY4D growth rescue, OD600; measured here: growth rescue at 24 h;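 0 is the plate mean of compound wells and units are plate SD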
The depositor's hits bear a star; i = inactive; x = not tested or not shown. Only part of the results is shown; the hit share may differ from the screen's.

The opening 7 entries, ahead of the listing:
sdo1 growth Rescue 24 h | sdo1 growth | Insulin prom inh | canonical_smiles
-0.4 | 0.2 | -100 | Cc1ccc(NC(=O)COC(=O)C(NS(=O)(=O)c2ccc(Cl)cc2)C(C)O)c(Br)c1 (stereo not drawn)
0.7 | 0.75 | x | CCOc1ccccc1OCCCC(=O)OCC(=O)Nc1cccc(Cl)c1
x | x | -67 | CCS(=O)(=O)Nc1cccc(C2=NN(S(=O)(=O)CC)C(c3ccccc3)C2)c1 (stereo not drawn)
x | x | -91 | COc1ccccc1NS(=O)(=O)c1cc(NC(=O)CCNC(C)=O)ccc1C
-0.19 | -0.46 | 23 | O=C(NC(Nc1nc2ccccc2s1)(C(F)(F)F)C(F)(F)F)c1ccccc1
-1.8 | -3.2 | x | Cc1cc(Nc2nc3ccccc3[nH]c2=O)n(-c2ccccc2)n1
0.69 | 0.68 | x | NC(=O)c1ccsc1NC(=O)COC(=O)COc1ccccc1F

The listing (from the top)
sdo1 growth Rescue 24 h | sdo1 growth | Insulin prom inh | canonical_smiles
-0.4 | 0.2 | -100 | Cc1ccc(NC(=O)COC(=O)C(NS(=O)(=O)c2ccc(Cl)cc2)C(C)O)c(Br)c1 (stereo not drawn)
0.7 | 0.75 | x | CCOc1ccccc1OCCCC(=O)OCC(=O)Nc1cccc(Cl)c1
x | x | -67 | CCS(=O)(=O)Nc1cccc(C2=NN(S(=O)(=O)CC)C(c3ccccc3)C2)c1 (stereo not drawn)
x | x | -91 | COc1ccccc1NS(=O)(=O)c1cc(NC(=O)CCNC(C)=O)ccc1C
-0.19 | -0.46 | 23 | O=C(NC(Nc1nc2ccccc2s1)(C(F)(F)F)C(F)(F)F)c1ccccc1
-1.8 | -3.2 | x | Cc1cc(Nc2nc3ccccc3[nH]c2=O)n(-c2ccccc2)n1
0.69 | 0.68 | x | NC(=O)c1ccsc1NC(=O)COC(=O)COc1ccccc1F
-0.58 | -0.34 | -42 | CCOC(=O)C1=C(O)/C(=C/c2ccc(OCC(=O)O)c(OCC)c2)SC1=Nc1ccc(OC)cc1
0.3 | -1 | 24 | COC(=O)c1[nH]c2cc(C)ccc2c1NC(=O)CN1CCN(c2ccccc2OC)CC1
-0.46 | -0.54 | 0 | O=C(CN1CCCCC1)N/N=C/c1ccccc1OCc1ccccc1
x | x | -21 | Cc1ccc(CNC(=S)NCc2ccncc2)cc1
-0.89 | -1.1 | -20 | COc1ccc(OC)c(-c2cc(C(=O)N3CCCc4ccccc43)no2)c1
-0.03 | -0.1 | x | CCOc1ccc(C(=O)Nc2cc(C)on2)cc1
0.53 | 0.49 | -277 | Nc1nonc1C(=O)NCCNCc1c(OCc2ccccc2F)ccc2ccccc12
1 | 0.82 | -37 | COCCn1c(SCC(=O)Nc2nnc(C)s2)nnc1-c1c[nH]c2ccccc12
-1.8 | -2.6 | x | COc1cc2c(=O)n(-c3ccc(C)cc3)c(=O)n(CC(=O)c3ccc4c(c3)OCO4)c2cc1OC
0.3 | -0.87 | x | CCOC(=O)c1c(C)[nH]c(C(=O)OCC(=O)N2CCc3ccccc32)c1C
-0.51 | -0.45 | -9 | O=C(Nc1nc2ccc(S(=O)(=O)N3CCCCC3)cc2s1)c1ccncc1
-0.31 | 0.3 | x | O=C(CSc1ccc2c(c1)OCCO2)NCc1ccco1
-0.11 | 0.36 | -26 | COc1ccccc1NS(=O)(=O)N(C)C
-0.22 | -0.38 | 50 | N=c1sc2ccccc2n1-c1ccccc1
-0.37 | -0.14 | 24 | Cc1cccc(NC(=S)N(CCN(C)C)Cc2cc3cc(C)cc(C)c3[nH]c2=O)c1
-0.32 | -0.33 | -3 | CCOc1ccc(-n2c(SCc3ccc([N+](=O)[O-])cc3)nnc2-c2ccccc2)cc1
1 | 0.39 | x | CN(C1CCCCC1)S(=O)(=O)c1ccc2c(c1)c(=O)c(C(=O)NCCN1CCCC1)cn2C
2.6 | 2 | x | Cc1c(NC(=S)NC(NC(=O)CC(C)C)C(Cl)(Cl)Cl)c(=O)n(-c2ccccc2)n1C (stereo not drawn)
0.71 | 0.42 | -21 | COC(=O)C1CCN(C(=O)COC(=O)CC(NC(C)=O)c2ccccc2)CC1 (stereo not drawn)
-1.1 | -0.69 | x | O=C(COc1ccccc1)Nc1nnc(-c2ccccc2)o1
x | x | 19 | CC1Cc2ccccc2N1C1=CC(=O)CCC1 (stereo not drawn)
-1.3 | -1.3 | x | COCc1nc(-c2ccc(-c3ccc(OC)cc3)nc2OC)no1
-1.6 | -0.59 | -10 | CSc1nc(-c2ccccc2)nn1C(=O)c1ccc(C)cc1
-0.62 | -0.2 | x | O=S(=O)(Nc1nnc(-c2ccccc2)s1)c1ccc(Cl)cc1
2 | 1.2 | x | CCOc1ccc(-n2c(Cc3cc(=O)[nH]c(=O)[nH]3)nnc2SC(C)C)cc1
-0.92 | -0.59 | -23 | CC(=O)Nc1ccc(NC(=S)Nc2ccccc2)cc1
-0.87 | -0.47 | -26 | CC(C)c1ccc(NC(=O)CCNS(=O)(=O)c2cccc3nonc23)cc1
0.32 | 1.1 | x | Cc1c(Cc2ccccc2)c(=O)oc2c(C)c(OCc3nn[nH]n3)ccc12
1.3 | 0.96 | x | CC(CN(C)Cc1ccccc1)OC(=O)C1COc2ccccc2O1 (stereo not drawn)
-0.48 | -0.69 | -20 | CCCCOc1ccc(C2C(=O)N(C3CCCCC3)CC(=O)N2CC2CCCO2)cc1 (stereo not drawn)
x | x | -17 | CC(=O)Nc1ccc(S(=O)(=O)NCC(CCC(=O)O)C(F)(F)F)cc1 (stereo not drawn)
-1.6 | -1.2 | x | O=c1n(Cc2ccccc2)c2cc(Cl)cnc2n1Cc1ccccc1
0.05 | 0.68 | 18 | C/C(CC1(O)C(=O)N(Cc2ccccc2)c2ccccc21)=N\O (stereo not drawn)
x | x | -2 | CC(CNC(=O)c1ccc(N)cc1)NC(=O)c1ccc(N)cc1 (stereo not drawn)
x | x | i | CC1(c2ccc([N+](=O)[O-])c(CS(=O)(=O)c3ccccc3)c2)OCCO1
x | x | 25 | COc1cc(OC)cc(-c2nnc(SCC(=O)Nc3ccc(C(=O)O)cc3)s2)c1
-0.7 | -0.55 | -147 | COc1ccc(-c2nc3ccccn3c2NCc2ccc3c(c2)OCO3)cc1
0.63 | 0.61 | x | N#CCCN1CCN(S(=O)(=O)c2ccc(S(=O)(=O)NC3CCCC3)cc2)CC1
-0.12 | 0.1 | -29 | O=C(N/N=C/c1ccc2c(c1)OCO2)c1ccc2c(c1)OCCO2
x | x | 45 | N#Cc1c(N)nc2c(c1-c1ccc(F)cc1)c(=O)nc1sccn12
x | x | 27 | CC(C)NC(=S)NN=C1CCC(c2ccccc2)CC1 (stereo not drawn)
0.6 | -1.6 | -16 | O=C(NCC1CCCC(CNC(=O)N2CCc3ccccc32)C1)N1CCc2ccccc21 (stereo not drawn)
x | x | -11 | COC(=O)c1ccc(NC(=S)N2CCCC2)cc1
-0.23 | -0.04 | 21 | COC(=O)/C(C#N)=C/c1ccc(OC(=O)c2ccccn2)cc1
-0.69 | -0.15 | 54 | C=CCOc1ccc(/C=N/NC(=O)C(C)Sc2ccccn2)cc1OCC (stereo not drawn)
0.56 | 0.62 | 19 | Cc1cc2oc(=O)cc(CSc3nc(N)cc(N)n3)c2cc1C
0.74 | 0.56 | x | COc1cc(/C=N/NC(=O)/C(=C\c2ccc3c(c2)OCO3)NC(=O)c2ccccc2)ccc1O
-0.41 | -0.25 | 43 | O=c1cc[nH]c2ccc(Cl)cc12
x | x | 26 | COC(=O)c1ccccc1NC(=O)N1CCN(c2ccc(OC)cc2)CC1
-1.1 | -1.6 | -37 | O=C(COc1cccc(Oc2ccccc2)c1)Nc1ccc(SC(F)F)cc1
-0.34 | 0.25 | 79* | Cc1c(C(=O)NCc2cccnc2)oc2c1C(=O)CC(C)(C)C2
0.36 | 0.48 | -124 | Cc1cc(C)c(NC(=O)CN2CCN3CCCC3C2)c(C)c1 (stereo not drawn)
-1.2 | -1.4 | 13 | CCCCn1c(SCc2nc(N)nc(Nc3ccccc3C)n2)nc2ccccc2c1=O

(list continues)
sdo1 growth Rescue 24 h | sdo1 growth | Insulin prom inh | canonical_smiles
-1.3 | -0.93 | -12 | Cc1ccc2sc(NC(=O)CN3C(=O)c4ccccc4C3=O)nc2c1C
0.13 | 0.18 | 0 | CCC(=O)N1CCc2cc(S(=O)(=O)CCC(=O)NCc3ccc4c(c3)OCO4)ccc21
0.96 | 1.1 | x | CC(=O)c1cccc(NC(=O)c2cc(C)no2)c1
-0.24 | -0.51 | 14 | O=C(c1cnn2c(C(F)F)cc(C3CC3)nc12)N1CCc2ccccc2C1
-0.31 | -0.58 | -29 | O=C(COc1ccc(Cl)cc1Cl)NCc1ccco1
2.1 | 1.5 | 9 | c1ccc(C2(c3ccccc3)OCC(Cn3cncn3)O2)cc1 (stereo not drawn)
x | x | 25 | Cc1ccc(NC(=O)c2sc3nc(CCl)[nH]c(=O)c3c2C)c(C)c1
-0.38 | 0.34 | -53 | Cc1ccc(OCC(=O)Nc2cccc(C)n2)c(C)c1
-0.09 | 0.01 | 64 | Cc1cc(OCC(=O)NCCCN(C)C)cc(C)c1Br
x | x | 60 | S=c1[nH]nc(Cc2ccc(Cl)cc2)n1-c1ccc2c(c1)OCCO2
1.6 | 1.5 | 25 | O=C(Nc1ccc([N+](=O)[O-])cn1)c1ccc(Br)o1
0.25 | 0.28 | x | Cc1cc(C)n(-c2nc(NCc3cccnc3)c3c4c(sc3n2)COC(C)(C)C4)n1
x | x | -53 | O=C(NCCCl)NNc1c(Cl)cc(Cl)cc1Cl
-1.2 | -1.4 | -60 | CCC1CCc2c(sc(NC(=O)c3ccoc3C)c2C(N)=O)C1 (stereo not drawn)
x | x | -3 | CN(CC(=O)Nc1ccccc1Cl)C(=O)COC(=O)CNC(=O)c1ccc(Br)o1
1.1 | 1.1 | -3 | CNC(=S)NCCN1CCOCC1
2.3 | 1.6 | -96 | Cc1ccc(S(=O)(=O)c2nnn3c2nc(Nc2cccc(C)c2)c2ccccc23)cc1
x | x | -13 | COCc1cc(C)nc(SCC[N+](C)(C)CC(=O)Nc2cccc(C(F)(F)F)c2)c1C#N
-0.29 | -1.3 | x | CCC(C)(C)NC(=O)C(c1ccccc1F)N(Cc1ccco1)C(=O)Cn1nnc2ccccc21 (stereo not drawn)
x | x | 49 | CCOc1cc(/C=N/n2c(C)nc3sc(C)c(C)c3c2=O)ccc1O
0.43 | 0.22 | x | COC(=O)c1cc(Br)c(=O)n(Cc2ccco2)c1
-1 | -1.3 | -3 | C=CCSc1nc(N)c(C(=O)Nc2ccccc2OC)cc1C(=O)Nc1ccccc1
-0.58 | -0.8 | -24 | COc1ccc(C(=O)Nc2ccccc2NC(=O)c2ccco2)cc1OC
0.05 | -0.26 | 11 | CC(C)c1ccccc1NC(=S)NCc1ccccc1F
0.21 | 0.33 | 13 | CC(C)(C)C(=O)[C@H]1[C@H](c2ccccc2)[C@@]2(N=C(c3ccccc3)OC2=O)C2c3ccccc3C=NN21 (stereo partly drawn)
1.6 | -0.29 | x | O=C(/C=C/c1ccc(Br)cc1)NC(=S)Nc1ccc(S(=O)(=O)Nc2nccs2)cc1
x | x | 0 | C=COCCNC(=S)Nc1ccccc1
4.8 | 2.8 | -23 | COc1ccc(C2=NOC(C(=O)NCc3cccs3)C2)cc1 (stereo not drawn)
0.01 | -0.21 | x | O=C(Cn1nnc(-c2cccs2)n1)N1CCc2ccccc2C1
-0.89 | -1.5 | 9 | CCC(CC)C(=O)Nc1cccc(-c2nc3ccccc3o2)c1
0.58 | 0.77 | x | CC(=O)N1CCC(N(C(=O)Nc2c(F)cccc2F)C(C)C)CC1
-1.1 | -1.3 | 64 | Brc1ccc(CN2CCN(c3ccccn3)CC2)s1
1 | 1.5 | x | O=C(O)CC/C(=N\NC(=O)c1ccccc1Br)c1ccccc1
-1.2 | -0.46 | -14 | Cc1cc(Cl)ccc1OC(C)c1nnc(N)s1 (stereo not drawn)
-0.46 | -0.1 | x | CCOC(=O)/C=C/C(=O)Nc1ccccc1-c1ccccc1NC(=O)/C=C/C(=O)OCC
-0.07 | -0.08 | 18 | CCNC(=S)N1CCN(c2cccc(C(F)(F)F)c2)CC1
0.45 | 0.08 | x | COc1ccc(C(=O)/C(C)=N/O)cc1OC
x | x | 25 | CC(=C/c1ccco1)/C=N/NC(=O)c1nnn(-c2nonc2N)c1CN(C)C
0.43 | 0.51 | x | O=C(Cc1cccs1)Nc1ccc(-c2nc3ccccc3[nH]2)cc1
x | x | -60 | COC(=O)C1=C(O)/C(=C\c2cc(C)n(-c3ccc(F)cc3)c2C)N=C1C
1.1 | -0.01 | x | O=c1oc2cc(OCc3c(F)c(F)c(F)c(F)c3F)ccc2cc1-c1ccccn1
0.27 | 0.09 | -45 | O=C(CN1CCc2ccccc2C1)Nc1cc(S(=O)(=O)N2CCOCC2)ccc1N1CCOCC1
0.78 | 1.2 | 7 | Cn1c2c(c(=O)n(C)c1=O)[C@@H]1c3c(ccc4ccccc34)OC[C@@H]1CO2
x | x | -7 | COc1cc(C(=O)NCCSc2ccc(Br)cc2)cc(OC)c1OC
x | x | 73* | O=C(CN1C(=O)C2CC=CCC2C1=O)Nc1ccc(S(=O)(=O)N2CCOCC2)cc1 (stereo not drawn)
-0.68 | 0.13 | 71 | CC(=O)Nc1cccc(-c2nnc(-c3ccccc3)o2)c1
x | x | -20 | Cc1[nH]n(-c2ccccc2)c(=O)c1C=Nc1ccc(S(=O)(=O)Nc2nccs2)cc1
-0.34 | -0.08 | x | CCCC(=O)Nc1cccc(-c2cn3ccsc3n2)c1
-0.59 | 0.63 | -23 | CCN(CC)CCNC(=O)c1cc(Sc2nnc(C)s2)nc2ccccc12
-0.86 | -0.74 | 9 | O=C(COC(=O)CCC1CCCCC1)Nc1ccc(OC(F)F)cc1
-0.44 | -0.04 | -29 | CC(C)(C)c1ccc(CS(=O)(=O)CC2(O)CCN(C(=O)c3cccc(C(F)(F)F)c3)CC2)cc1
0.03 | -0.81 | 30 | COc1ccc(N2C(=O)CCC(C(=O)c3ccccc3)=C2C)cc1

Bioassay records from PubChem BioAssay.
